# Compound activity as filed in PubChem BioAssay.
# human PMI inhibitors: human PMI inhibitors, high substrate, primary screen, biochemical, fluorescence intensity, high mannose 6-phosphate (AID 1220) | recombinant PMI enzyme, coupled fluorescence intensity; higher % means a stronger effect | inhibition, % at 20 µM, or IC50 in µM where a hit was titrated | 190,000 compounds, 0.66% hits
# M17LAP inhibition: P. falciparum M17LAP inhibitors, primary screen, biochemical, fluorogenic H-Leu-NHMec substrate, 1536-well (AID 1619). recombinant M17LAP, H-Leu-NHMec fluorogenic kinetic assay; higher % means a stronger effect. inhibition, % at 30 µM, or IC50 in µM where a hit was titrated. 220,000 compounds, 0.38% hits;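 active = compound inhibiting the enzyme by more than half at any dose during confirmatory dose-response retesting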;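 also: plate controls were full reaction with DMSO carrier for no effect and no enzyme background for full effect; strong numbers were not always called active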
# LYP phosphatase: PTPN22 lymphoid phosphatase activity blockers – biochemical, fluorescence intensity, uHTS (AID 1779); recombinant LYP phosphatase, fluorescence intensity; higher % means a stronger effect; one-dose inhibition, % at 11.5 µM; IC50 in µM for titrated hits; 290,000 compounds, 0.054% hits;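 also: plate controls were vehicle with enzyme for no effect and no enzyme for full effect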
# Dynein transport: dynein cargo transport inhibition; 3617.4 mouse cells, GR-EGFP nuclear translocation imaging; test concentration mostly 20 µM; stimulated with dexamethasone, 1 µM; active compounds read low; z-score, hits read low; 220,000 compounds, 0.47% hits; AID 1381;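 active = plate z-score of nuclear minus cytoplasmic receptor signal below a set negative limit, without overly bright fluorescence or cell loss, cut at about -3.5 in these data, passing the limit was not always enough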;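 also: z-score of nuclear minus cytoplasmic ring GR-EGFP intensity difference per well; some compounds called inactive have numbers as strong as hits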
#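 Medium: Induction medium lacking tetracycline, stripped serum | Probe or stimulus: 1.0 µM final dexamethasone stimulus | Schedule: 48 h induction, then 1 h compound, then 30 min agonist, 37 °C | Signal: Automated 10x imaging of fixed Hoechst-stained cells | Evaluation: Per-cell GR-EGFP intensity, nucleus versus surrounding cytoplasmic ring, well-averaged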
# PMI inhibitors: inhibitors of human PMI, primary screen, biochemical, fluorescence intensity, coupled assay (AID 1209); purified PMI enzyme, coupled fluorescence intensity; higher % means a stronger effect; inhibition, % at 20 µM; hits with a dose series show IC50 in µM; 190,000 compounds, 0.42% hits;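 also: plate controls were DMSO vehicle for no effect and wells lacking substrate for full effect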
# XIAP displacement: small molecules displacing peptide from XIAP – biochemical, IAP family, fluorescence polarization (AID 1018); displacement, % at 20 µM, or IC50 in µM where a hit was titrated; 200,000 compounds, 0.007% hits; XIAP BIR domain, fluorescence polarization peptide displacement; higher % means a stronger effect; in the data active = displacement above about 50%; also: a part of the inactive calls stands beside numbers as strong as those of hits
# AID2073: inhibitors of Mint1-CaV2.2 protein interaction, biochemical, HTRF (AID 2073) | HTRF protein-protein interaction, Mint1-CaV2.2; higher % means a stronger effect | 290,000 compounds, 0.19% hits | inhibition, % at 20 µM; hits with a dose series show IC50 in µM; in the data active = inhibition mostly above about 51%, no sharp cut-off; also: some results filed as inactive read as strong as hits
# SIAH1 antagonists: Siah-1 peptide-binding antagonists, primary screen, biochemical, fluorescence polarization, rhodamine-plectin, uHTS (AID 1817); Siah-1 / rhodamine-plectin peptide fluorescence polarization; higher % means a stronger effect; one-dose displacement, % at 20 µM; IC50 in µM for titrated hits; 290,000 compounds, 0.02% hits;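 active = displacement of at least 50% at 20 µM, with a fluorescence ratio check between 0.3 and a set limit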;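 also: plate controls were Siah plus tracer with DMSO for no effect and tracer alone without Siah for full effect; strong numbers were not always called active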
# P. falciparum M1AAP: P. falciparum M1AAP inhibitors, biochemical, fluorogenic H-Leu-NHMec substrate, 1536-well (AID 1445). recombinant M1AAP, H-Leu-NHMec fluorogenic kinetic assay; higher % means a stronger effect. one-dose inhibition, % at 30 µM; IC50 in µM for titrated hits. 220,000 compounds, 0.42% hits;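 active = primary inhibition above the hit cutoff, then over 50% inhibition at one or more dose response concentrations, cut at about 23% in these data, passing the limit was not always enough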;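 also: plate controls were DMSO full reaction for no effect and no enzyme background for full effect; strong numbers were not always called active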
# Dynein transport cytoplasmic EGFP: also measured in Dynein transport; calls as there; z-score; measured here: cytoplasmic GR-EGFP intensity; active compounds read high
# Dynein transport nuclear GR-EGFP: second read-out of Dynein transport, no call of its own (marks repeat the call); z-score; measured here: nuclear GR-EGFP intensity;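 lower value marks the stronger effect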
# Dynein transport cell count: also measured in Dynein transport; calls as there; z-score; measured here: cell count per field
# Starred values were filed as active, the others as inactive; · = no result given. Rule as the data show it, unless noted: active = inhibition above about 50%; inactive = the rest. No enrichment for hits, and some 2.1% of all compounds hit somewhere here.
# Short keys – A = human PMI inhibitors; B = M17LAP inhibition; C = LYP phosphatase; D = Dynein transport; E = Dynein transport cytoplasmic EGFP; F = Dynein transport nuclear GR-EGFP; G = Dynein transport cell count; H = PMI inhibitors; I = XIAP displacement; J = AID2073; K = SIAH1 antagonists; L = P. falciparum M1AAP
CCCCOC(=S)NC(=O)c1sc2ccccc2c1Cl
  A = -1.8%; B = -14.6%; C = -2.2%; D = -0.417; E = -0.222; F = -0.357; G = 1.01; H = -5.3%; I = -5.2%; J = 8.9%; K = 2.2%; L = -1.0%
CCOc1ccccc1CSc1nc2ccccc2[nH]1
  A = 10.7%; B = 5.7%; C = -6.4%; D = 1.24; E = -0.146; F = 0.636; G = -0.721; H = 21.2%; I = -4.3%; J = 4.4%; K = -1.3%; L = -4.1%
CCc1c(C)sc(NC(=O)c2cc(CC(C)C)on2)c1C#N
  A = -4.8%; B = 13.6%; C = 7.6%; D = 2.72; E = 0.0744; F = 1.99; G = -0.896; H = 0.4%; I = -5.4%; J = -1.7%; K = 2.7%; L = 16.7%
Cc1cccnc1NC(=O)NC(=O)c1ccc(C(C)(C)C)s1
  A = ·; B = -8.7%; C = -4.8%; D = -0.624; E = -0.206; F = 0.101; G = 0.398; H = ·; I = ·; J = -10.7%; K = 7.3%; L = 3.2%
O=C(CC(Nc1ccc(Cl)cc1)C(=O)O)c1ccccc1 (stereo unspecified)
  A = 0.7%; B = 26.2%; C = -6.1%; D = -0.853; E = -0.153; F = -0.461; G = -0.748; H = -4.5%; I = 0.3%; J = 4.3%; K = -6.8%; L = 2.4%
CCCCCCSc1nnc2[nH]c(=O)cc(N)n12
  A = -8.2%; B = 0.9%; C = -3.5%; D = -0.466; E = -0.164; F = -0.15; G = -0.238; H = -7.6%; I = -8.2%; J = 6.2%; K = 2.6%; L = 3.9%
Cc1ccc(NC(=O)C[n+]2cc(-c3ccc(C)cc3)n3c2CCC3)cc1
  A = ·; B = 4.8%; C = 0.2%; D = 0.304; E = -0.245; F = 0.0983; G = 0.0302; H = ·; I = ·; J = 7.7%; K = -4.0%; L = 2.7%
Cn1c(=O)oc2cc(S(=O)(=O)N3CCN(c4ccc(F)cc4)CC3)ccc21
  A = 5.9%; B = -13.6%; C = -0.9%; D = 0.291; E = 4.28; F = 0.986; G = -1.36; H = 4.2%; I = -4.2%; J = 0.3%; K = 1.2%; L = -1.7%
Cc1cc(=O)oc2cc(NC(=O)CC3(CC(=O)O)CCCC3)ccc12
  A = ·; B = -207.1%; C = -18.5%; D = 0.95; E = -0.244; F = 0.336; G = 0.0123; H = ·; I = ·; J = 5.9%; K = -0.6%; L = -0.9%
Cc1cc(C)c(S(C)(=O)=O)c(N(C)N)n1
  A = 12.5%; B = 5.3%; C = -6.3%; D = -0.945; E = -0.3; F = -0.205; G = -0.0232; H = 3.1%; I = -9.9%; J = 0.9%; K = 6.8%; L = -0.3%
N#C/C(=C\c1ccc(OCC(N)=O)cc1)S(=O)(=O)c1ccccc1
  A = 12.8%; B = -1.0%; C = -1.0%; D = 0.22; E = -0.311; F = 0.151; G = 1.02; H = -1.1%; I = -2.8%; J = 24.7%; K = 0.8%; L = 3.4%
CCOC(=O)C1=NN(C(=O)c2ccc(OC)cc2)C(O)(c2ccc(Cl)cc2)C1 (stereo unspecified)
  A = 11.1%; B = -11.3%; C = 2.2%; D = -0.267; E = 0.372; F = -0.248; G = -0.492; H = 8.2%; I = 1.0%; J = 7.7%; K = -6.7%; L = -11.8%
COc1ccc(CC(=O)c2ccc(O)cc2O)cc1OC
  A = 7.4%; B = 29.4%; C = 3.5%; D = 0.857; E = -0.294; F = 0.238; G = 0.412; H = 5.7%; I = -8.9%; J = 0.7%; K = 9.0%; L = 14.5%
O=C(/C=C/c1ccccc1Cl)N(Cc1ccc(Cl)cc1)C1CCS(=O)(=O)C1 (stereo unspecified)
  A = 17.3%; B = -2.2%; C = -1.7%; D = -0.145; E = -0.337; F = -0.335; G = 0.502; H = 19.3%; I = -8.6%; J = 1.3%; K = 1.7%; L = 3.9%
N#CCCNC(=O)Cn1c(COc2ccc(Cl)cc2)nc2ccccc21
  A = -3.7%; B = 4.9%; C = -4.9%; D = 0.437; E = -0.0474; F = 0.414; G = 0.0619; H = 2.8%; I = 5.6%; J = -3.1%; K = -0.7%; L = 8.6%
COc1ccc(C(=O)Nc2ccccc2C(=O)N/N=C/c2cccc3ccccc23)cc1
  A = 18.3%; B = 2.6%; C = 6.2%; D = -0.518; E = -0.189; F = 0.203; G = 0.589; H = 31.6%; I = -0.9%; J = 10.3%; K = 2.9%; L = 4.5%
COc1ccc(C(=O)Nc2c(-c3cccs3)c(=O)c3ccccc3n2C)cc1
  A = ·; B = 0.4%; C = -5.4%; D = 0.12; E = -0.155; F = -0.143; G = -0.858; H = ·; I = ·; J = 11.9%; K = -3.8%; L = -2.2%
CC(=O)Nc1ccc(S(=O)(=O)Nc2ccc(F)c([N+](=O)[O-])c2)cc1
  A = 2.8%; B = 14.2%; C = -1.9%; D = 0.0687; E = -0.0403; F = 0.38; G = 0.292; H = -2.3%; I = -4.5%; J = 8.6%; K = 2.8%; L = 6.5%

# Eight of these compounds in another layout:
molecule | human PMI inhibitors | M17LAP inhibition | LYP phosphatase | Dynein transport | Dynein transport cytoplasmic EGFP | Dynein transport nuclear GR-EGFP | Dynein transport cell count | PMI inhibitors | XIAP displacement | AID2073 | SIAH1 antagonists | P. falciparum M1AAP
N#C/C(=C\c1ccc(OCC(N)=O)cc1)S(=O)(=O)c1ccccc1 | 12.8% | -1.0% | -1.0% | 0.22 | -0.311 | 0.151 | 1.02 | -1.1% | -2.8% | 24.7% | 0.8% | 3.4%
CCOC(=O)C1=NN(C(=O)c2ccc(OC)cc2)C(O)(c2ccc(Cl)cc2)C1 (stereo unspecified) | 11.1% | -11.3% | 2.2% | -0.267 | 0.372 | -0.248 | -0.492 | 8.2% | 1.0% | 7.7% | -6.7% | -11.8%
COc1ccc(CC(=O)c2ccc(O)cc2O)cc1OC | 7.4% | 29.4% | 3.5% | 0.857 | -0.294 | 0.238 | 0.412 | 5.7% | -8.9% | 0.7% | 9.0% | 14.5%
O=C(/C=C/c1ccccc1Cl)N(Cc1ccc(Cl)cc1)C1CCS(=O)(=O)C1 (stereo unspecified) | 17.3% | -2.2% | -1.7% | -0.145 | -0.337 | -0.335 | 0.502 | 19.3% | -8.6% | 1.3% | 1.7% | 3.9%
N#CCCNC(=O)Cn1c(COc2ccc(Cl)cc2)nc2ccccc21 | -3.7% | 4.9% | -4.9% | 0.437 | -0.0474 | 0.414 | 0.0619 | 2.8% | 5.6% | -3.1% | -0.7% | 8.6%
COc1ccc(C(=O)Nc2ccccc2C(=O)N/N=C/c2cccc3ccccc23)cc1 | 18.3% | 2.6% | 6.2% | -0.518 | -0.189 | 0.203 | 0.589 | 31.6% | -0.9% | 10.3% | 2.9% | 4.5%
COc1ccc(C(=O)Nc2c(-c3cccs3)c(=O)c3ccccc3n2C)cc1 | · | 0.4% | -5.4% | 0.12 | -0.155 | -0.143 | -0.858 | · | · | 11.9% | -3.8% | -2.2%
CC(=O)Nc1ccc(S(=O)(=O)Nc2ccc(F)c([N+](=O)[O-])c2)cc1 | 2.8% | 14.2% | -1.9% | 0.0687 | -0.0403 | 0.38 | 0.292 | -2.3% | -4.5% | 8.6% | 2.8% | 6.5%
